# Compound activity as filed in PubChem BioAssay.
# ERK EGF inh: qHTS Assay for Inhibitors of the ERK Signaling Pathway using a Homogeneous Screening Assay; Stimulation with EGF. 130,000 tested, 0.41% active. HEK293-V1b, EGF-stimulated phospho-ERK AlphaScreen. Potency, µM (highest dose often 11.5 µM), for the others: at the top dose activity change, negative = inhibition, actives largely listed as inhibitors; active means well fitted inhibition curve with a large enough effect; inconclusive means small, poorly fitted or top-dose-only effect, or effect the other way;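 further: plate controls were stimulated vehicle wells for no effect and unstimulated vehicle basal for full effect; nearly all actives have a fitted effect of over 55% in size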
#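 Compounds are titrated over HEK293-V1b cells kept overnight in 1% FBS. After 30 min at 37C, EGF (25 nM final) triggers ERK phosphorylation for 5 min, measured by AlphaScreen in lysates.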
# The depositor's hits bear a star; ? = inconclusive; [ ] = another dose, or the depositor's remark. Potency means the concentration at half of the fitted maximal effect. This is a subset (hit frequency here may not be typical).
molecule	ERK EGF inh
CC(/C=C/c1cccc(Oc2ccc(F)cc2)c1)N(O)C(N)=O (stereo not given)	4%
Oc1ccccc1CN1CCC(C(O)(c2ccccc2)c2ccccc2)CC1	-5%
O=C(N/N=C/c1ccc2c(c1)OCO2)c1ccc(Br)o1	-6%
O=C(NCC1CCCO1)c1cn(-c2ccccc2)nc1-c1ccccc1 (stereo not given)	-11%[57.5 µM]
CC(Sc1ccc2ccccc2c1)C(=O)NC(N)=O (stereo not given)	5%
COc1ccc([N+](=O)[O-])cc1NC(=O)CSCc1ccccc1C	-6%
COc1ccccc1Nc1cc(C)nc2c(C)ccc([N+](=O)[O-])c12	-1%
CN1c2ccccc2Oc2nnc(Cl)cc21	-13%
Cn1cccc1C(=O)NC(=O)COC(=O)CNC(=O)c1ccc(Cl)cc1Cl	8%
Cc1nn(CC(=O)c2cccc(Cl)c2)c(C)c1[N+](=O)[O-]	-1%
CCCCCCN(C(=O)CCCCCN1C(=O)NC(c2ccc(-c3ccccc3)cc2)C(C(=O)OCc2ccccc2)=C1C)C(C(=O)NCCCC)c1ccc(OCC(=O)OC)c(C(=O)OC)c1 (stereo not given)	-9%[57.5 µM]
S=C(NCCc1ccccc1)NC1CCC(NC(=S)NCCc2ccccc2)CC1 (stereo not given)	7%
O=C(Nc1nc(-c2ccccn2)cs1)c1cc2ccccc2o1	3%
C[C@@H]1NC(=O)c2cc([N+](=O)[O-])cc(I)c2NCCCC[C@@H](C(N)=O)NC(=O)[C@H](CC(N)=O)NC1=O	?
Clc1ccc(N/N=C/c2cccs2)nn1	-5%
Cc1nc2c(-c3ccc(F)cc3)c(C)nn2c(C)c1CCC(=O)Nc1ccccc1	-13%[57.5 µM]
Cc1ccc(CNC(=O)C2CC(=O)N(c3ccc(OCC(=O)N4CCCC4)cc3)C2)cc1 (stereo not given)	10%
CCOC(=O)/C(C#N)=C\c1c(C)cc(C)c(COC(C)=O)c1C	3%
Cc1[nH]c(=S)c(C#N)c(-c2ccco2)c1C(=O)N(C)C	2%
Cc1ccc(OCC(=O)Nc2cccc(-c3nnc(-c4ccccc4)o3)c2)cc1	9%
CC(C(=O)NCC1CCCCC1)N1CCc2ccccc2C1 (stereo not given)	-6%
Cn1c(CCN2CCOCC2)nc2cc(NC(=O)c3cccs3)ccc21	-1%
Cc1nc([N+](=O)[O-])c(Br)n1Cc1ccccc1	-2%[57.5 µM]
COc1cc(C)c(NC(=S)Nc2cccc(Cl)c2)cc1OC	-4%
NS(=O)(=O)c1ccc(NNC(=O)c2sccc2Cl)cc1	?
COc1ccccc1NC(=O)c1ccc(NC(=O)CSc2ncn[nH]2)cc1	2%
Cc1ccccc1-n1nnnc1SCC(=O)c1c(N)n(C)c(=O)n(C)c1=O	4%[57.5 µM]
N=c1c2c(ncn1Cc1ccco1)Oc1ccc3ccccc3c1C2c1ccccc1 (stereo not given)	-4%
COC(=O)[C@@]1(Cc2ccccc2-c2ccco2)C=C[C@H](C)[C@@H](c2ccccc2)N1C(=O)C(F)(F)F	-12%
CC(=O)c1cccc(NC(=S)NC2CC2)c1	0%
COc1cc(S(=O)(=O)N(Cc2ccccc2)CC2CCCO2)ccc1-n1cnnn1 (stereo not given)	6%
O=C(NCc1ccccc1)c1cncc(Br)c1	2%
CN(C)S(=O)(=O)c1ccc(Cl)c(NC(=O)COC(=O)CCSc2ccccc2)c1	-9%
CC(C)c1ccc(NC(=O)CNC(=O)Cn2cnc3ccccc3c2=O)cc1	3%
CCCCC/C=C\C/C=C\CCCCCCCCCC(=O)NC(C)C(=O)O (stereo not given)	3%
CCOC(=O)c1csc(NC(=O)CCSc2ccccc2)n1	-8%
Cc1nonc1C(=O)N/N=C/c1cc2c(cc1Br)OCO2	11%
C=CCOC(=O)c1cn(CC)c2nc(C)ccc2c1=O	7%
O=C(/C=C/c1ccccc1[N+](=O)[O-])N1CCN(c2ccccc2F)CC1	-3%
CC1=CC(c2ccccc2)n2nnnc2N1 (stereo not given)	26%[57.5 µM]
CC(=O)c1ccc(N(C(=O)Cn2nnc(-c3ccccc3)n2)C(C(=O)NC2CCCCC2)c2ccccn2)cc1 (stereo not given)	3%
COc1cc(/C=C(\C#N)C(=O)Nc2cccc3ncccc23)cc(OC)c1OC	-4%
COc1ccc(C(=O)NC(=S)Nc2ccccc2F)cc1	8%
CCOc1cc(NC(=S)NCC2CCCO2)c(OCC)cc1NC(=O)c1ccc(OC)cc1 (stereo not given)	-2%
CCCC[C@@H]1C[C@H]1C(NC(=O)c1cccs1)c1ccccc1C(F)(F)F (stereo not given in full)	3%
COc1cc(/C=C/C(=O)N2CCCc3ccccc32)cc(OC)c1OC	-1%
CCOc1cc(C(=O)Nc2ccncc2)cc(OCC)c1OCC	-8%
CC(C)(C)OC(=O)N1CCN(C(=O)[C@H](Cc2ccc(O)cc2)n2cc(CCO)nn2)CC1	-6%[57.5 µM]
COc1ccc2nc3c(c([Si](C)(C)C(C)(C)C)c2c1)Cn1c-3cccc1=O	-3%
COc1ccc(C(C)=O)cc1CS(=O)(=O)CC(=O)O	-4%
O=C(c1ccc([N+](=O)[O-])cc1)N1C=CC(C(F)(F)F)=NCC1	2%
O=C(c1ccccc1[N+](=O)[O-])N1CCN(Cc2ccc3c(c2)OCO3)CC1	-5%
Cc1ccc(-c2cc3ccccc3nc2N2CCOCC2)cc1	-8%
C=CCc1cc2c(oc(=O)c3ccccc32)c(C)c1O	29%
CCN(CC)c1ccc(/C=N/NC(=O)c2c(Cl)cnn2C)c(O)c1	9%
CCCNC(=O)CN(C)S(=O)(=O)c1c(C)cc(C)cc1C	-1%
CSc1nc2ccsc2c(=O)n1-c1ccccc1	-2%
OCCNCCOc1ccc(Cl)c(Cl)c1	-16%
S=C(S)O[C@@H]1C[C@@H]2C[C@H]1[C@@H]1CCC[C@H]21	7%
CCCNC(=O)CN(C)CC(=O)Nc1ccccc1C#N	1%

# Additional structures:
molecule	ERK EGF inh
CC(C)(C)c1cc[n+](-c2[nH]c(=O)sc2/C=N/NC([S-])=Nc2ccccc2)cc1	-9%[57.5 µM]
Cc1cccc(C(=O)NCC(=O)OCC(=O)N2CC3(C)CC2CC(C)(C)C3)c1 (stereo not given)	0%
N#C/C(=C\c1ccc(OCc2ccccc2)cc1)C(N)=O	-7%[57.5 µM]
CCOC(=O)CCCNC(=O)CCCNC(=O)C(c1ccccc1)c1ccccc1	-1%[57.5 µM]
CCC1CCCN1Cn1cnc2c([nH]c3ccc(Cl)cc32)c1=O (stereo not given)	6%
C=CCC1CCCC(=O)N2CC[C@H](O)C12 (stereo not given in full)	-1%
CC(C)(C#N)NC(=O)C(=O)c1c(-c2ccccc2)cc2ccccn12	3%[57.5 µM]
CCOc1[nH]n(-c2ccccc2)c(=O)c1C=NCc1cccnc1	1%
CCOC(=O)c1nc(-c2ccc(OC)c(OC)c2)cnc1C#N	-5%
CCN(CCn1cccn1)C(=O)c1cc(COc2c(F)cccc2F)on1	10%
COc1cc(CN2CCN(Cc3ccc(C)cc3)C(CCO)C2)cc(OC)c1O (stereo not given)	2%
O=C1N(Cc2ccc(F)cc2)CCN1c1ccc(F)cc1	-8%
COC(=O)CN1C(=S)N(c2ccc(Cl)cc2)C(=O)C1CC(=O)Nc1ccccc1 (stereo not given)	-3%
Cc1cc(C)cc(NC(=O)Cn2c(-c3ccccc3Cl)nc3ccccc32)c1	2%
N#C/C(=C\c1cccnc1)c1nc2c(s1)CCCC2	7%
c1ccc(Nc2cccc3c(Nc4ccccc4)cccc23)cc1	-1%[57.5 µM]
N#Cc1cccc(NC(=O)COC(=O)CCc2nc3ccccc3c(=O)[nH]2)c1	-5%
O=C(NCCCN1CCOCC1)C(C(=O)NCCCN1CCOCC1)c1ncc(C(F)(F)F)cc1Cl	-9%
Cn1nc(N)c2c(-c3ccc(Cl)cc3)c(C#N)c(N)nc21	0%
COC(c1ccccc1)c1nnc(CCC(=O)N(C)CCc2ccccc2)o1 (stereo not given)	39%
Cc1nc2ccccc2n1CSc1ccccc1	3%
CCOc1ccccc1NC(=O)CCNC(=O)c1ccc(Cl)cc1	1%
COc1cccc(-c2ccc3c(N)c(C(=O)NC4CC4)sc3n2)c1	-5%[57.5 µM]
COc1cccc(/C=N/Nc2nc(Nc3ccc([N+](=O)[O-])cc3)nc(N3CCCC3)n2)c1O	4%
CN(Cc1ccccc1)c1nc2nonc2nc1N1CCCC(CN2CCCC2=O)C1 (stereo not given)	-13%[57.5 µM]
O=S1(=O)N=C2CCCCCN2C(c2ccc(F)cc2)N1 (stereo not given)	-15%
Cc1noc(C)c1C(=O)N1CCN(S(=O)(=O)c2cccc(Cl)c2Cl)CC1	3%[57.5 µM]
CC(Cc1ccc(O)c(O)c1)(NN)C(=O)O (stereo not given)	23%
COC(=O)c1ccc(C(=O)OC)c(NC(=S)N2CCCC(CO)C2)c1 (stereo not given)	-5%
CC(Cc1n[nH]c(=S)o1)c1ccccc1 (stereo not given)	6%
Cn1c(S(=O)(=O)c2ccc([N+](=O)[O-])cc2)nc(Br)c1Br	-13%[57.5 µM]
CCOC(=O)c1nnn2c3ccccc3c(=O)n(C)c12	3%[57.5 µM]
COc1ccc(-c2[nH]ncc2CNCCc2ncccc2C)cc1F	19%
CN(c1ccccc1)S(=O)(=O)c1ccc(Cl)c(C(=O)Nc2ccc(N3CCOCC3)cc2)c1	?
CCOC(=O)C1(Cc2ccccc2)CCN(Cc2cccc3c2OCO3)CC1	-2%
CCCCc1nnc(NC(=O)CSc2nc(N)cc(=O)[nH]2)s1	1%
CC1=CC(C)(C)NC(=S)N1c1ccc(C)cc1C	5%
Cc1ccc(S(=O)(=O)/N=C/N(C)C)cc1	5%
O=C(O)CSCC(=O)NCc1csc2ccc(Cl)cc12	-4%[57.5 µM]
CC(=O)c1ccc(OCc2cc(=O)n3ccsc3n2)cc1	22%
Cc1ccc(S(=O)(=O)N2CCN(CC(=O)Nc3ccc4c(c3)CCC4)CC2)cc1C	-4%
CNc1nc(C(=O)O)nc(N2CCOCC2)n1	8%
COc1cc(NC(=O)COC(=O)CNC(=O)c2ccc(C)cc2)c(C)cc1[N+](=O)[O-]	7%
COc1ccc([C@H]2[C@H](C(=O)OC(C)(C)C)N3N=Cc4ccccc4C3C23C(=O)c2ccccc2C3=O)cc1OC (stereo not given in full)	-20%[57.5 µM]
Cc1noc(C)c1C(=O)NCc1ccccc1F	-2%
CCOC(=O)C1=C(C)N(CC(C)C)C(=O)/C1=C\c1cccs1	?
Cn1nc(C(C)(C)C)cc1C(=O)Sc1cccc(Br)c1	-16%[57.5 µM]
COCC(C)n1c(C)cc(C(=O)CSc2cc(C)c3ccccc3n2)c1C (stereo not given)	0%

# As entered above:
# Value of O=C(O)CSCC(=O)NCc1csc2ccc(Cl)cc12 in ERK EGF inh: -4%[57.5 µM]
# Value of COc1cc(NC(=O)COC(=O)CNC(=O)c2ccc(C)cc2)c(C)cc1[N+](=O)[O-] in ERK EGF inh: 7%
# Value of COCC(C)n1c(C)cc(C(=O)CSc2cc(C)c3ccccc3n2)c1C (stereo not given) in ERK EGF inh: 0%

# (continued)
molecule	ERK EGF inh
O=C(NCCc1csc(-c2ccccc2)n1)c1ccccc1F	6%[57.5 µM]
Cc1ccc(CN(Cc2ccccc2)C(=S)Nc2ccccc2C)o1	?
CCOC(=O)CN1C(=O)CSc2ccc(S(=O)(=O)N3CCCC3)cc21	-7%[57.5 µM]
O=C(Nc1ccc(Cl)cc1Cl)NC1CCCC1	-3%
CC1(C)CC(=O)c2sc(NS(=O)(=O)c3ccc(Br)cc3)nc2C1	0%
Cc1cc2c(cc1S(=O)(=O)Nc1cccc(F)c1C)NC(=O)CO2	-6%
O=C1COc2ccc(C(=O)CCl)cc2N1	0%[57.5 µM]
N#Cc1nc(COc2ccccc2Cl)oc1N1CCCC1	-1%
CC(C)=CC(=O)OCc1cc([N+](=O)[O-])cc2c1OCOC2	-3%
CS(=O)(=O)N1CCC2(CC1)CN(Cc1cc(C(F)(F)F)cc(C(F)(F)F)c1)C2	-7%
COc1ccc(Cc2noc(CN3CCN(Cc4cccc(Cl)c4)CC3)n2)cc1OC	-4%[57.5 µM]
CCOc1ccc(NC(=O)CCSc2ccc(C)cc2)cc1	-4%

# Reformatted: entries from further up
CCCCc1nnc(NC(=O)CSc2nc(N)cc(=O)[nH]2)s1
- ERK EGF inh: 1%

CC1=CC(C)(C)NC(=S)N1c1ccc(C)cc1C
- ERK EGF inh: 5%

# Next compounds.
molecule	ERK EGF inh
Cc1ccccc1SCC(=O)OCC(=O)Nc1ccc(N(C)C)cc1	-12%
Cc1nc(NC(=O)/C=C/c2ccc(Cl)cc2Cl)sc1C(=O)N(C)C	-3%
COCCn1c(Cc2ccccc2)nnc1SCC(=O)Nc1ccccc1	-9%
O=C1OC2(CCCC2)OC(=O)C1=Cc1c[nH]c2ccccc12	-4%
CCOC(=O)CC(NC(=O)Cn1nnc(-c2ccccc2Cl)n1)c1ccc(OC)cc1 (stereo not given)	1%
NNC(=O)c1cc2ccccc2cc1O	6%

# Among those listed so far, 5 contain a CF3 group:
molecule	ERK EGF inh
COC(=O)[C@@]1(Cc2ccccc2-c2ccco2)C=C[C@H](C)[C@@H](c2ccccc2)N1C(=O)C(F)(F)F	-12%
CCCC[C@@H]1C[C@H]1C(NC(=O)c1cccs1)c1ccccc1C(F)(F)F (stereo not given in full)	3%
O=C(c1ccc([N+](=O)[O-])cc1)N1C=CC(C(F)(F)F)=NCC1	2%
O=C(NCCCN1CCOCC1)C(C(=O)NCCCN1CCOCC1)c1ncc(C(F)(F)F)cc1Cl	-9%
CS(=O)(=O)N1CCC2(CC1)CN(Cc1cc(C(F)(F)F)cc(C(F)(F)F)c1)C2	-7%
